# Screens deposited in PubChem BioAssay by National Center for Advancing Translational Sciences (NCATS).
# KAT2A inh – GCN5L2 (KAT2A) acetyltransferase inhibition; hit rate 0.21% among 390,000; Potency, µM (highest dose often 58.9 µM), without a hit: at the highest dose activity change, negative = inhibition, usual class: inhibitors; GCN5L2 HAT assay, ThioGlo1 CoA-SH fluorescence; AID 504327; Q92830
#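 GCN5L2 (20 nM) in 50mM HEPES pH 7.5, 0.1mM EDTA, 0.01% Tween-20 preincubated 15 min with compounds at room temperature. Reaction started with H3(1-25) 75uM, acetyl-CoA 70uM, ThioGlo1 50uM; CoA-thiol fluorescence (Ex340/Em540) read at 0 and 20 min.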
# N370S GC mod – N370S glucocerebrosidase modulation, Gaucher chaperone candidate | hit rate 0.092% among 330,000 | P04062 | N370S GC spleen homogenate, 4MU-glucoside fluorescence | Potency, µM (titrated, usually from 59.4 µM), for inactives: at the highest dose activity change, negative = inhibition, actives largely listed as inhibitors;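 note: 0% = full enzyme activity and -100% = no enzyme basal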
# FEN1 inh – human FEN1 inhibition; hit rate 0.35% among 390,000; Potency, µM (top dose mostly 114 µM), inactives show at the highest dose activity change, negative = inhibition, most hits filed as inhibitors; Recombinant FEN1 flap cleavage, fluorescence, 15 min; AID 588795; note: nearly all actives have a fitted effect of over 65% in size
# Target sequence (P39748 whole entry, looked up): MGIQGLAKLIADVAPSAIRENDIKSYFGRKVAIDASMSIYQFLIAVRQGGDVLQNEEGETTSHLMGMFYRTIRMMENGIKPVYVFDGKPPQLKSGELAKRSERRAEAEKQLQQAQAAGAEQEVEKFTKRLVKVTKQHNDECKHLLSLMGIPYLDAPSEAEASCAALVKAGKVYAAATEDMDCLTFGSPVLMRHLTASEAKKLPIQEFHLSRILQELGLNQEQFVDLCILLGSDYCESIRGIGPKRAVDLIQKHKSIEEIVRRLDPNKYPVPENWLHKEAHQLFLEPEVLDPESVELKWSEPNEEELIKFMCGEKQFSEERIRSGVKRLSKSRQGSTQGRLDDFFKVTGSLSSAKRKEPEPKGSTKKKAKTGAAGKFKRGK
#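 Reaction started by adding substrate (50 nM final) to 10 nM enzyme after 15 min room-temperature compound preincubation. Reads at 0 and 15 min, with data normalized and fitted to a four-parameter Hill equation.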
# Numbers without * were called inactive; ? = inconclusive; / = not tested or not shown; [ ] = dose if it differs, or a comment. Calls come from the whole dose curve; as a rule, active = well fitted curve in the direction sought with a large enough effect; inconclusive = small, poorly fitted or top-dose-only effect, or another doubt; inactive = no such curve, though single readings can be large; an effect the other way counts as inactive or inconclusive. Unless noted, % is set by controls: 0 for no effect and ±100 for the full control effect; potency is the fitted concentration of half-maximal effect. An unsorted share of the library; overall some 0.54% were active at least once.
SMILES,KAT2A inh,N370S GC mod,FEN1 inh
CCOc1ccc(S(=O)(=O)N(C(=O)c2ccco2)c2cc3sc(=O)oc3c3ccccc23)cc1,?,-6%,1%
CCOc1cc(C2C(C(=O)OC)=C(C)NC3=C2C(=O)c2ccccc23)ccc1O (stereo not drawn),-7%,/,-1%
COc1ccc(C(=O)NCc2nnc(SCC(=O)N3CCC(C)CC3)o2)cc1OC,-1%,2%,-13%
O=C(NCCc1ccc(F)cc1)c1ccc(S(=O)(=O)N2CCCC2)cc1,-3%,/,17%
O=C(O)CCCNc1ccc([N+](=O)[O-])c(NCCCC(=O)O)n1,-4%,11%,15%
Cc1cc(C)nc(N2CCCC(C(=O)Nc3nnc(C(C)(C)C)s3)C2)n1 (stereo not drawn),-4%,11%,20%
CCc1nnc(NC(=O)c2sc3nc4c(cc3c2N)CCCCC4)s1,-6%,-12%,3%
COc1cccc(CNC(=O)CCC2CCCN(C(=O)c3ccoc3C)C2)c1 (stereo not drawn),-21%,-1%,2%
COc1ccccc1CN1CC(C(=O)NCc2ccc(N3CCCC3=O)cc2)CCC1=O (stereo not drawn),1%,7%,6%
COc1ccc(N2C(=O)CSC2c2ccc3c(c2)OCO3)c(OC)c1 (stereo not drawn),-27%,-13%,-3%
Cc1ccc(NC(=O)N2CC3CCCN3c3ccccc32)cc1Cl (stereo not drawn),3%,/,-15%
CSCC[C@H](NC(=O)[C@H](CC(C)C)NC(=O)CNC(=O)[C@H](Cc1ccccc1)NC(=O)[C@H](Cc1ccccc1)NC(=O)[C@H](CCC(N)=O)NC(=O)[C@H](CCC(N)=O)NC(=O)[C@@H]1CCCN1C(=O)[C@H](CCCCN)NC(=O)[C@@H]1CCCN1C(=O)[C@@H](N)CCCN=C(N)N)C(N)=O,-1%,0%,/
O=C(c1cc(=O)[nH]c2ccccc12)N1CC=C(c2ccccc2)CC1,2%,-5%,3%
CC1(C)Cc2ccccc2-c2nnc(-c3ccco3)n21,-8%,15%,10%
CC(=O)Nc1sc(C)c(C)c1C(=O)OCC(=O)Nc1cc(S(C)(=O)=O)ccc1Cl,-4%,4%,18%
COc1cc(S(=O)(=O)N2CCCCCC2)c(OC)cc1Br,-4%,4%,-15%
Cn1c2ccsc2c2ncn(Cc3ccccc3F)c(=O)c21,?,7%,8%
C=CCN(CC=C)CCOc1cccc2ccccc12,-1%,-16%,2%
Cc1nc2ccc(NC(=O)N3CCN(c4ccccn4)CC3)cc2s1,2%,4%,-1%
O=C(c1ccco1)N1CCN(Cc2cccc(F)c2)CC1,-9%,7%,-4%

# Look-ups from above.
# Value for `O=C(c1cc(=O)[nH]c2ccccc12)N1CC=C(c2ccccc2)CC1` under KAT2A inh: 2%
# Value for `Cc1cc(C)nc(N2CCCC(C(=O)Nc3nnc(C(C)(C)C)s3)C2)n1` (stereo not drawn) under KAT2A inh: -4%
# Value for `Cn1c2ccsc2c2ncn(Cc3ccccc3F)c(=O)c21` under N370S GC mod: 7%
# Value for `O=C(NCCc1ccc(F)cc1)c1ccc(S(=O)(=O)N2CCCC2)cc1` under KAT2A inh: -3%
# Value for `Cc1nc2ccc(NC(=O)N3CCN(c4ccccn4)CC3)cc2s1` under FEN1 inh: -1%
# Value for `CCc1nnc(NC(=O)c2sc3nc4c(cc3c2N)CCCCC4)s1` under N370S GC mod: -12%
# Value for `COc1ccccc1CN1CC(C(=O)NCc2ccc(N3CCCC3=O)cc2)CCC1=O` (stereo not drawn) under FEN1 inh: 6%

# New compounds follow.
SMILES,KAT2A inh,N370S GC mod,FEN1 inh
Cc1ccc(-n2c(SCC(=O)Nc3nccs3)nc3c(c2=O)SCC3)cc1,-1%,1%,4%
CC(C)(C)Cc1nc(-c2ccccn2)no1,-2%,-9%,1%
O=C(Cc1cccc2ccccc12)NCC(=O)Nc1ccccc1F,-29%,-2%,-6%
O=C(NCC1CCCO1)c1cc2c(=O)[nH]c3ccccc3c2s1 (stereo not drawn),-7%,2%,17%
Cc1cc(C)nc(SCC(=O)OCC(=O)N(C)c2c(N)n(Cc3ccccc3)c(=O)[nH]c2=O)n1,-15%,2%,-5%
CC(C)(C)c1ccc(OCCC(=O)OCC(=O)Nc2cccnc2Cl)cc1,1%,-2%,11%
C=CCOC(=O)/C(=C/c1cccc2ccccc12)NC(=O)c1ccccc1,-9%,6%,0%
CC(C)NC(=O)N(C)C[C@H]1Oc2c(NC(=O)C3CCCCC3)cccc2C(=O)N([C@H](C)CO)C[C@@H]1C,-3%,/,2%
COc1ccc(NC(=O)COc2ccc(C(=O)c3ccc(F)cc3)cc2)cc1S(N)(=O)=O,-7%,1%,3%
Cc1cccc(NC(=S)Nc2c(C)n(C)n(-c3ccccc3)c2=O)c1C,2%,16%,2%
Cc1cc(-c2ccc(C)c(S(=O)(=O)N(C(C)C)C3CCCCC3)c2)on1,-22%,/,-13%
N#Cc1c(NC(=O)CSc2nnc(-c3ccccc3O)n2-c2ccccc2)sc2c1CCCC2,0%,4%,-14%
CC(C)N1CCN(Cc2ccc(OC3CCCC3)cc2)CC1CCO (stereo not drawn),-6%,1%,-8%
Cc1ccn2cc(-c3ccc(NC(=O)c4ccco4)cc3)nc2c1,-4%,-10%,-14%
CCc1ccc(NC(=S)/N=C(\N)Nc2nc(C)c3cc(CC)ccc3n2)cc1,-13%,-8%,-20%
O=C(CCS(=O)(=O)c1cccs1)Nc1ccc(C(=O)NCc2cccs2)cc1,-12%,6%,8%
CN(C(=O)CSc1cccc[n+]1[O-])c1ccccc1,2%,/,-6%
COc1ccc(/C(O)=C2\C(=O)C(=O)N(c3cc(C)on3)C2c2cccc(OC)c2OC)cc1C (stereo not drawn),-11%,1%,2%
CC(=O)NCc1nnc2c3ccccc3c(-c3ccccc3)nn12,-5%,-5%,2%
O=C(CSc1nnnn1-c1ccccc1)N1CCc2ccccc21,/,11%,-18%

# Some entries already given, reduced to KAT2A inh and FEN1 inh.
smiles | KAT2A inh | FEN1 inh
Cc1ccn2cc(-c3ccc(NC(=O)c4ccco4)cc3)nc2c1 | -4% | -14%
CCc1ccc(NC(=S)/N=C(\N)Nc2nc(C)c3cc(CC)ccc3n2)cc1 | -13% | -20%

# Some of the entries so far, with two lines to a compound:
# Every second line gives: KAT2A inh, N370S GC mod, FEN1 inh
CC(C)(C)Cc1nc(-c2ccccn2)no1
    -2%, -9%, 1%
CC(C)N1CCN(Cc2ccc(OC3CCCC3)cc2)CC1CCO (stereo not drawn)
    -6%, 1%, -8%
Cc1ccc(-n2c(SCC(=O)Nc3nccs3)nc3c(c2=O)SCC3)cc1
    -1%, 1%, 4%

# The list continues.
SMILES,KAT2A inh,N370S GC mod,FEN1 inh
COc1ccccc1N1CCN(S(=O)(=O)CCNC(=O)COc2ccc(C(C)C)cc2)CC1,-12%,/,6%
CCn1c(Cc2ccccc2)nnc1SCC(=O)c1cccc([N+](=O)[O-])c1,-8%,7%,0%
COC(=O)c1cc2c(C)cc3ccc(C)cn3c-2c1C(=O)OC,-12%,-4%,-6%
CN(C)C(=O)c1ccc(-c2cncnc2NCc2cccs2)cc1,-27%,4%,/
CCN(C(=O)COC(=O)c1cc(-c2cccs2)nc2ccccc12)C1CCS(=O)(=O)C1 (stereo not drawn),-10%,4%,-7%
Fc1ccc(N/N=C/c2cccnc2)c(F)c1,-4%,3%,1%
Cc1cc(C)c(OCC(=O)NCC2COc3ccccc3O2)c(C)c1 (stereo not drawn),-5%,/,-15%
Cc1cccc(C(=O)Nc2cccc(C(=O)OCc3cc(=O)n4nc(C5CC5)sc4n3)c2)c1,21%,/,-6%
CSCCC(NC(=O)c1ccc(Cl)cc1Cl)C(=O)NCc1ccncc1 (stereo not drawn),1%,0%,-6%
CC(=O)N1CCCc2cc(S(=O)(=O)N(C)CC(=O)Nc3ccc(C)cc3C)ccc21,-1%,/,-8%
COc1ccccc1NS(=O)(=O)c1cc(NC(=O)C2CC2)ccc1N1CCOCC1,?,11%,/
Cc1ccc(C)c(NC(=O)CN(C)C(=O)c2cccc(N3C(=O)CCC3=O)c2)c1,0%,-9%,-2%
CCOC(=O)C1CCN(c2nc3ccccc3nc2C(C#N)C(=O)NCCc2ccccc2)CC1 (stereo not drawn),-1%,-14%,/
CC1=C(C#N)C(c2cn(-c3ccccc3)nc2-c2cccs2)C(C#N)=C(C)N1,-9%,1%[2.35 µM],-18%
CCOC(=O)[C@@H]1[C@H]2COc3ccccc3[C@@H]2N2C(=O)N(c3ccc(C(F)(F)F)cc3)C(=O)[C@@]12C,-9%,/,-19%
CCCCN(Cc1nc2ccccc2c(=O)[nH]1)C(=O)COc1ccc(F)cc1Cl,4%,/,-18%
Cc1cc(NCCCN2CCOCC2)n2ncc(-c3ccccc3)c2n1,-11%,2%,-13%
Cc1cccc(NC(=O)CCc2nc3sc4c(c3c(=O)[nH]2)CCCC4)n1,-25%,?,-16%
C=CCSc1nncn1/N=C/c1ccc(OC)cc1,-8%,3%,-5%
CCn1cc(C2C(C(=O)Nc3cc(C)ccn3)=C(C)NC3=C2C(=O)CC(C)(C)C3)c(C)n1 (stereo not drawn),-4%,28%,-8%

# Not a retest: entries from further up.
SMILES,KAT2A inh,N370S GC mod,FEN1 inh
CCOC(=O)[C@@H]1[C@H]2COc3ccccc3[C@@H]2N2C(=O)N(c3ccc(C(F)(F)F)cc3)C(=O)[C@@]12C,-9%,/,-19%
CCCCN(Cc1nc2ccccc2c(=O)[nH]1)C(=O)COc1ccc(F)cc1Cl,4%,/,-18%
Cc1cc(NCCCN2CCOCC2)n2ncc(-c3ccccc3)c2n1,-11%,2%,-13%
Cc1cccc(NC(=O)CCc2nc3sc4c(c3c(=O)[nH]2)CCCC4)n1,-25%,?,-16%
C=CCSc1nncn1/N=C/c1ccc(OC)cc1,-8%,3%,-5%
CCn1cc(C2C(C(=O)Nc3cc(C)ccn3)=C(C)NC3=C2C(=O)CC(C)(C)C3)c(C)n1 (stereo not drawn),-4%,28%,-8%

# The list goes on:
SMILES,KAT2A inh,N370S GC mod,FEN1 inh
CCc1ccccc1N(C)C(=O)c1nn(C)c2c1CSc1ccccc1-2,-4%,/,9%
Cc1ccc2oc(Nc3nc(-c4ccccc4)cc(=O)[nH]3)nc2c1,-13%,4%,0%
O=C(COc1ccccc1)Nc1ccc(OC(F)(F)C(F)F)c(NC(=O)COc2ccccc2)c1,0%,/,30%
CCCCSc1nc(CCC)cc(=O)[nH]1,-9%,6%,10%
O=C(CC(=O)NCc1ccc(Cl)cc1)NCc1ccccc1,-14%,-7%,-4%
CC1CCc2c(sc(NC(=O)CCCOc3ccccc3)c2C(N)=O)C1 (stereo not drawn),-5%,/,3%
Cc1cc(C)n(CC(=O)c2ccc(Br)cc2)c(=O)c1C#N,-1%,6%,-3%
Cc1ccccc1OCC(=O)Nc1ccc(Cc2ccncc2)cc1,-7%,4%,-23%
O=C(Nc1ccnn1C1CCN(C/C=C/c2ccccc2)CC1)c1cccc(F)c1,?,-11%,-7%
CCOC(=O)C(=Nc1ccc(Cl)cc1)NO,1%,-1%,-1%
CN(C)c1ccc(CN(C(=O)C2COc3ccccc3O2)C2CCS(=O)(=O)C2)cc1 (stereo not drawn),-3%,0%,-11%
O=S(=O)(c1cccc2cccnc12)N1CCN(c2ccccc2)CC1,-1%,15%,0%
O=C(O)C1OC(Oc2cc3oc(-c4ccccc4)cc(=O)c3c(O)c2O)C(O)C(O)C1O (stereo not drawn),-11%,22%,50µM*
Cc1ccc(NS(=O)(=O)N2CCOCC2)cc1Cl,2%,-6%,21%
CC1CCCC(NC(=O)COC(=O)c2ccc3ncsc3c2)C1C (stereo not drawn),-2%,/,22%
CCOc1ccc(NC(=O)COC(=O)c2ncc(Cl)c(Cl)c2Cl)cc1,-3%,3%,2%
O=C(O)c1ccc(NS(=O)(=O)c2ccc(Cl)cc2)cc1,/,10%,-4%
Cc1ccc(Cl)cc1N1CCN(C(=O)c2c(C)oc3ncnc(N4CCCCC4)c23)CC1,5%,/,-10%
OCCC1CN(Cc2cc(F)ccc2F)CCN1CCCc1ccccc1 (stereo not drawn),-6%,-12%,-11%
CCOc1ccc(Nc2c3c(nc4ncnn24)CC(C)CC3)cc1 (stereo not drawn),-4%,6%,-3%
C[C@H](CO)N1C[C@H](C)[C@@H](CN(C)C(=O)Nc2ccccc2)Oc2ccc(NS(=O)(=O)c3cn(C)cn3)cc2C1=O,0%,/,-5%
CCCn1c(CN(Cc2ccccc2)Cc2ccccc2)nc2c1c(=O)n(C)c(=O)n2C,-7%,8%,-17%
O=C(COC(=O)C1=COCCO1)Nc1c(F)cccc1F,2%,-1%,14%
CN(C(=O)CCCN1CCCC1=O)C1CCCN(Cc2ccccc2F)C1 (stereo not drawn),-20%,0%,-9%
CCC(NC(=O)CCc1c(C)c2cc3c(-c4ccccc4)coc3cc2oc1=O)C(=O)O (stereo not drawn),-10%,-6%,-8%
COc1ccc(C(=O)CSc2nnc(Cn3nnc4ccccc43)n2C)cc1,1%,/,-14%
Cc1nn(C)cc1CN1CCCC(C(=O)c2ccc(-c3ccccc3)c(F)c2)C1 (stereo not drawn),-10%,-11%,-10%
Cn1nc(-c2ccc(Cl)cc2)cc1NC(=O)CCCC(=O)O,2%,1%,-5%
O=C1/C(=N/n2cnnc2)c2ccccc2N1Cc1ccccc1,23%,21%,/
